CHT allo act – allosteric activators of human choline transporter CHT; B-score at 10 µM; 0.49% of 310,000 active; Q9GZV3; CHT-expressing cells, membrane potential dye, choline EC20; active compounds read high; LV-AA mutant CHT in HEK293 cells;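 active = initial fluorescence not abnormally high and integrated response B-score, plate-corrected, over 3 SD above library mean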
Target sequence (Q9GZV3 whole entry, looked up): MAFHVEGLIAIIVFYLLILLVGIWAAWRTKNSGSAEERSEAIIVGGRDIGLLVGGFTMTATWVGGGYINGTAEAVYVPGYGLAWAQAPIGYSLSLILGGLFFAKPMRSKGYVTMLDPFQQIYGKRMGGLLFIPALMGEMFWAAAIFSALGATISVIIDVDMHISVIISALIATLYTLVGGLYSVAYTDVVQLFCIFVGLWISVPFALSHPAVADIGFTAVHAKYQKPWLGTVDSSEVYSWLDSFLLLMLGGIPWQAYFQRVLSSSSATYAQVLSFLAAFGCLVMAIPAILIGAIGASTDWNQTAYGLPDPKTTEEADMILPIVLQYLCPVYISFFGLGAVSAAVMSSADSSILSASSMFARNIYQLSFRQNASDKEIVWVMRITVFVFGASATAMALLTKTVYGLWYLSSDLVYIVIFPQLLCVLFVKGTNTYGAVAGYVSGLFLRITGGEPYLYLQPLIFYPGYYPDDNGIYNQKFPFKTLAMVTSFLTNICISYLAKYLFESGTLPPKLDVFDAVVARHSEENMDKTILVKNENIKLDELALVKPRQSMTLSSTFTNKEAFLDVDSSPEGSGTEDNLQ
OX1R antag – human HCRTR1 antagonism; O43613; CHO/OX1R cells, Fluo-8 calcium fluorescence, orexin A; inhibition, % at 5 µM; 0.43% of 330,000 active; AID 434989;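 active = inhibition above its plate's threshold, mean inhibition of all tested compounds on the plate plus 3 SD, cut at about 37% in these data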;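 also: 0% = orexin A challenge wells and 100% = SB-334867-A antagonist wells; not every result past the cut was called active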
Target sequence (O43613 whole entry, looked up): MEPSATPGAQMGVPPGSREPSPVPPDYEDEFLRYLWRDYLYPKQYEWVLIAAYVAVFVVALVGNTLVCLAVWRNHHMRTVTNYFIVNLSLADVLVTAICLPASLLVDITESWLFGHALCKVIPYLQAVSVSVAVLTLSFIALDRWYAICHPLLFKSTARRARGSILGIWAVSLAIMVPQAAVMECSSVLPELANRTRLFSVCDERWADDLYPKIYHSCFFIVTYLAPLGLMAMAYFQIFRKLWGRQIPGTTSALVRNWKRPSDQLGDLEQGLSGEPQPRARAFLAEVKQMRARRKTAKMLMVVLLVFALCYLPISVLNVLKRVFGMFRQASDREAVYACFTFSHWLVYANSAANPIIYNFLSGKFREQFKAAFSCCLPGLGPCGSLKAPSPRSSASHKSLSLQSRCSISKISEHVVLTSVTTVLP
Numbers without * were called inactive; i = inactive; · = not tested or not shown.

Molecule | CHT allo act | OX1R antag
Cc1ccc(S(=O)(=O)N(C)C)cc1NC(=O)c1ccncc1 | i | 0.8
Cc1nc2nc(-c3cccnc3)nn2c(C)c1Cl | i | -25.3
CCOc1ccccc1N(C)S(=O)(=O)c1ccc2[nH]cc(C(=O)N(CCOC)CCOC)c(=O)c2c1 | i | -15.0
O=C1N/C(=C/c2ccc(N3CCCC3)cc2)C(=O)N1c1ccccc1 | i | -8.7
O=C(NNS(=O)(=O)c1ccc(F)cc1)c1ccc(S(=O)(=O)N2CCCCC2)cc1 | i | -18.3
O=C(Nc1ccncc1)c1cc(S(=O)(=O)N2CCN(c3ccccc3)CC2)ccc1Cl | i | -12.5
CCn1c(SCC(=O)NCc2ccco2)nc2ccccc2c1=O | i | -12.0
COc1ccc(C2c3c4c(n(C)c3CCN2C)CCN(C)C4c2ccc(OC)cc2)cc1 (configuration not stated) | i | -12.9
CC1=C(C#N)C(Nc2cccc(C)n2)(C(F)(F)F)C(=O)N1 (configuration not stated) | i | -8.6
Cc1cccc(N2C(N)=NC(N)=NC23CCCCC3)c1 | i | -17.1
Cc1cccc(S(=O)(=O)c2c(N)n(Cc3ccco3)c3nc4ccccc4nc23)c1 | i | -6.5
CS(=O)(=O)c1ccc(Cl)c(NC(=O)COC(=O)/C=C/c2cnc3ccccc3n2)c1 | i | -23.0
CNC(=O)CCc1nc(-c2ccc(C(C)(C)C)cc2)no1 | i | -37.7
N=c1n(Cc2ccc(Cl)cc2)c2ccccc2n1CC(O)c1ccco1 (configuration not stated) | i | -20.7
CCC/C(=N\NC(=O)CNC(=O)c1ccc(Cl)cc1)c1ccccc1 | i | -12.5
O=C(O)c1ccc(N2C(=O)CC(N3CCN(c4cccc(C(F)(F)F)c4)CC3)C2=O)cc1 (configuration not stated) | i | -0.3
O=C(N/N=C/c1ccncc1)c1cccc(N/N=C/c2ccncc2)c1 | i | -16.0
C=CCOc1ccc(/C(O)=C2/C(=O)C(=O)N(CCCN3CCOCC3)C2c2ccccc2)cc1 (configuration not stated) | i | -7.6
COc1ccc(-c2nnn(CCc3nn[nH]n3)n2)cc1OC | i | 10.2
Cc1nc(C(F)(F)F)ccc1C(=O)N1CCCCC1 | i | -7.4
Cc1cccc(NC(=S)NC(C)C(c2cccs2)N2CCN(C)CC2)c1C (configuration not stated) | i | -26.2
COc1ccc(C(=O)Nc2ccc3[nH]ccc3c2)cc1 | i | -16.2
CCC(Sc1nncn1C)C(=O)Nc1ccccc1OC (configuration not stated) | i | -94.8
O=C(Nc1ccccc1N1CCOCC1)c1ccc(OCc2cscn2)cc1 | i | -37.7
CSCC[C@H](NC(=O)OC(C)(C)C)c1nnc(SCC(=O)Nc2ccc(C)cc2C)o1 | i | -30.3
CN1C(=O)C(c2ccccc2[N+](=O)[O-])C(=O)c2ccccc21 (configuration not stated) | i | 5.9
COc1ccc(NC(=O)N(C)C[C@H]2Oc3c(NC(=O)c4nc5ccccc5s4)cccc3C(=O)N([C@@H](C)CO)C[C@H]2C)cc1 | · | -19.9
CCCCc1ccc(NC(=O)Nc2c(C)n(C)n(-c3ccccc3)c2=O)cc1 | i | -6.6
CC(C)=CC(=O)Nc1ccc(S(=O)(=O)Nc2ccccn2)cc1 | i | -1.4
CCOC(=O)C(C)n1cnc2c(nnn2-c2cccc(Cl)c2)c1=O (configuration not stated) | i | -19.0
CCN(CC)C(=O)[C@H]1C[C@H](CC(=O)NCc2cccc(C(F)(F)F)c2)C(=O)N2CCc3c([nH]c4ccc(Cl)cc34)[C@]12C | · | -5.9
CCN(CC(=O)Nc1c(F)cccc1F)C(=O)CNC(=O)c1ccco1 | i | 1.2
O=C(O)c1ccccc1N/C=C\[N+](=O)[O-] | i | -21.8
O=C(Nc1cccc(CNCCc2c[nH]c3ccccc23)c1)c1ccccc1Cl | i | -11.9
COC(=O)c1ccccc1NC(=O)Nc1cc(C(C)(C)C)on1 | i | -9.5
CC(NC(=S)Nc1ccc(S(N)(=O)=O)cc1)c1ccc2c(c1)OCO2 (configuration not stated) | i | 21.3
Nc1ccccc1Sc1nc2ccccc2[nH]1 | i | -6.5
O=C(Nc1cccc(C(=O)O)c1)/C(=C\c1ccco1)NC(=O)c1ccc(Br)o1 | i | 5.1
COc1ccc(S(=O)(=O)NCc2ccco2)cc1-c1nnc2c3ccccc3c(C)nn12 | i | -12.4
Cc1cccc(NC(=O)CSc2cccc3cccnc23)c1C | i | -22.7
Cc1ccc2c(N)c(C(=O)c3ccccc3)sc2n1 | i | -15.9
CCOc1ccccc1C(=O)OCC(=O)NCc1ccc2c(c1)OCO2 | · | -4.2
Cc1noc(C)c1COC(=O)COc1ccc(C#N)cc1 | i | -7.6
CN(Cc1ccccc1)C(=O)COC(=O)c1cc(=O)[nH]c2ccccc12 | · | -1.5
O=C(Nc1ccc(Cl)cc1C(F)(F)F)C(Sc1nnc(-c2cccs2)o1)c1ccccc1 (configuration not stated) | i | 23.5
CS(=O)(=O)N1CCCC(C(=O)NCc2cccs2)C1 (configuration not stated) | i | 9.8
COc1ccc(C2(C)NC(=O)N(CC(=O)Nc3ccc(S(=O)(=O)N4CCCC4)cc3)C2=O)cc1 (configuration not stated) | i | -6.2
CC(NC(=O)C1CCC1)c1ccc(Cl)cc1 (configuration not stated) | i | -22.1
CC1=C(C(=O)OC(C)(C)C)C(c2ccco2)C(C#N)=C(N)O1 (configuration not stated) | i | -6.6
CC1CCc2nn(CC(=O)Nc3c(F)cc(F)cc3Br)cc2C1 (configuration not stated) | i | -22.7
Cc1ccc(NC(=O)/C=N/OCC(=O)NCc2ccccc2Cl)cc1 | i | -22.9
Cc1cccc(C(C)C)c1NC(=O)CSc1cccc[n+]1[O-] | · | -18.0
Cc1ccc(-c2cc(C(=O)N3CCN(c4ncccn4)CC3)c3cc(Br)ccc3n2)o1 | i | -14.9
CC(C)c1ccc(/C=N/NC(=O)C(=O)NCCCN2CCOCC2)cc1 | i | -13.8
Cc1cccc(C(=O)Nc2cccc3cccnc23)c1 | i | ·
O=C(Nc1ccc(F)c(F)c1)C1CCCN1S(=O)(=O)c1ccc(F)cc1 (configuration not stated) | i | 37.4*
CC(C(=O)OCC(=O)c1ccc([N+](=O)[O-])cc1)N1C(=O)C2C3C=CC(C3)C2C1=O (configuration not stated) | i | 6.8
Cc1cc(C)n2cc(CSCc3ccccc3)nc2n1 | i | -13.0
COC(=O)c1cnn(-c2cc(Oc3ccccc3)ncn2)c1N | i | -13.1
O=C(COC(=O)/C=C/c1cccc(C(F)(F)F)c1)NCCN1C(=O)CSC1=O | · | -15.6

Next records:
Molecule | CHT allo act | OX1R antag
O=C(Cc1csc(Nc2nc(=S)[nH]c3ccccc23)n1)N1CCN(c2cccc(Cl)c2)CC1 | i | -25.1
Fc1ccc(NCc2cccnc2)cc1 | i | -5.5
O=C(Nc1nc2c(s1)CCCC2)c1ccc2ncsc2c1 | i | -14.4
O=C(CNC(=O)c1sc2ccccc2c1Cl)NCc1cccc(C(F)(F)F)c1 | i | -17.7
Cc1scc(C(=O)Nc2ccon2)c1-c1ccccc1 | i | 10.1
O=C(NC1CC1)C1CCN(S(=O)(=O)c2cc(Cl)ccc2Cl)CC1 | i | -6.9
COC(=O)c1cn(CCC#N)nc1-c1ccc2ccccc2c1 | i | -4.9
CCCc1[nH]nc2c1C(c1cc(OC)ccc1F)C(C#N)=C(N)O2 (configuration not stated) | i | -9.1
O=C(Nc1nccs1)c1cnccn1 | i | -12.8
COc1ccc(C(C(=O)NC2CCCC2)N(CCC(C)C)C(=O)CCC(=O)Nc2cc(C)on2)cc1 (configuration not stated) | i | -32.7
O=S(=O)(c1cccc2ccccc12)N1CCSC1 | i | -31.1
COc1ccc(S(=O)(=O)Nc2c(NC3CCCCC3)c3ccccc3oc2=O)cc1Cl | i | -2.0
COc1cccc(CNC(=O)CCS(=O)(=O)c2ccc3c(c2)oc(=O)n3C)c1 | i | -15.0
O=C(O)c1ccccc1C(=O)NCCc1ccc(Cl)cc1 | i | -17.9
O=C(NCc1cccs1)c1ccc2ccccc2n1 | i | 2.2
Cc1ccc(S(=O)(=O)NCCC(=O)Nc2cc(F)ccc2C)cc1C | i | -21.4
CCCNC(=O)CN(C1CCCCC1)S(C)(=O)=O | i | 0.4
O=C(NCc1ccccc1)c1cc(-c2ccncc2)nc2ccc(S(=O)(=O)N3CCOCC3)cc12 | i | -9.2
O=C(c1ccco1)N1c2ccccc2Sc2ccccc21 | i | -23.5
CCOc1ccc(-n2nnnc2SCC(=O)NC2CCCC2)cc1 | i | -10.5

Six successive entries out of the list so far, quoted:
Molecule | CHT allo act | OX1R antag
O=C(NCc1cccs1)c1ccc2ccccc2n1 | i | 2.2
Cc1ccc(S(=O)(=O)NCCC(=O)Nc2cc(F)ccc2C)cc1C | i | -21.4
CCCNC(=O)CN(C1CCCCC1)S(C)(=O)=O | i | 0.4
O=C(NCc1ccccc1)c1cc(-c2ccncc2)nc2ccc(S(=O)(=O)N3CCOCC3)cc12 | i | -9.2
O=C(c1ccco1)N1c2ccccc2Sc2ccccc21 | i | -23.5
CCOc1ccc(-n2nnnc2SCC(=O)NC2CCCC2)cc1 | i | -10.5

Going on with the list.
Molecule | CHT allo act | OX1R antag
COc1cccc(-n2nnc3c(=O)n(Cc4ccc(C)cc4)cnc32)c1 | i | -23.7
Oc1ccccc1C=Nc1ccccc1-c1nc2ccccc2[nH]1 | i | -20.8
Cn1c(/C=C/c2ccc(Cl)cc2)nc2ccccc2c1=O | i | -34.9
CCC1=NN(C(=O)c2cccc([N+](=O)[O-])c2)C(O)(c2ccc(C)cc2)C1 (configuration not stated) | i | -35.5
C=CCN1C(=O)/C(=C2/Sc3ccc(OC)cc3N2C)SC1=NCc1ccccc1 | i | -6.8
CCOc1ccc(NC(=O)CC2C(=O)NCCN2C(=O)c2ccc(Cl)cc2)cc1 (configuration not stated) | i | -13.1
CSc1ccccc1C(=O)N1CCCC(CNC(=O)c2ccc(F)cc2)C1 (configuration not stated) | i | -1.4
CC(=O)Nc1ccc(S(=O)(=O)NCc2ccc(C(=O)NC(C)c3ccccc3)cc2)cc1 (configuration not stated) | i | -6.1
CCOCCCNS(=O)(=O)c1ccc(NC(=O)N2c3ccccc3Sc3ccccc32)cc1 | i | -12.2
Cc1cccc(NC(=O)c2nc[nH]c2C(=O)N[C@@H](CCCCNC(=O)OC(C)(C)C)C(=O)OC(C)(C)C)c1 | i | -46.8
Cc1cc(NC(=O)C(=O)c2c(C)[nH]c3ccccc23)no1 | i | 5.8
COC(=O)c1c(NC(=O)C(C)C)sc2c1CCN(Cc1ccccc1)C2 | i | -19.7
COc1cc2c(cc1NC(=O)CCCCCN1C(=O)CCC1=O)oc1ccccc12 | i | 26.2
O=C(O)COc1ccc(NC(=O)C(c2ccccc2)c2ccccc2)cc1 | i | 2.0
CC(CN1CCCCC1)C(=O)NNC(=O)C12CC3CC(CC(C3)C1)C2 (configuration not stated) | i | -5.9
Cc1ccc(S(=O)(=O)Nc2ccc3c(c2)C(=O)N([C@H](C)CO)C[C@H](C)[C@@H](CN(C)C(=O)Nc2ccc4c(c2)OCO4)O3)cc1 | · | -13.2
O=S(=O)(Cc1ccccc1)Nc1cccc(F)c1 | i | -21.2
COc1ccc2[nH]c3c(=O)n(/N=C/c4ccc(OC)c(CN5CCCC5)c4)c(C)nc3c2c1 | i | -18.5
CC(=O)C(Cc1ccccc1)NC(=O)CN1c2cccc3cccc(c23)S1(=O)=O (configuration not stated) | · | -37.2
Cc1cc(C)n(C(=O)COc2ccccc2C)n1 | i | -31.6

Quoted from the listing:
Value of Cc1cc(NC(=O)C(=O)c2c(C)[nH]c3ccccc23)no1 in OX1R antag: 5.8
Value of C=CCOc1ccc(/C(O)=C2/C(=O)C(=O)N(CCCN3CCOCC3)C2c2ccccc2)cc1 (configuration not stated) in OX1R antag: -7.6

The listing continues:
Molecule | CHT allo act | OX1R antag
CCNC(=S)Nc1ccc(OCC)cc1 | i | 4.5
O=C(CCCn1cnc2ccccc2c1=O)Nc1ccccc1F | i | -13.8
O=S(=O)(NCCCN1CCOCC1)c1ccc2ccccc2c1 | i | -16.3
CC(=O)/C(=N\Nc1ccccc1)Sc1cccc2cccnc12 | i | -34.1
Cc1ccc(S(=O)(=O)N2CCOCC2)cc1NC(=O)COC(=O)c1ccccc1OCc1c(C)noc1C | i | -15.1
COc1cccc(CNc2nc3nc(C)cc(C)n3n2)c1 | i | -14.1
NC1=NS(=O)(=O)NC1c1ccc(F)cc1 (configuration not stated) | i | -1.9
COC(=O)c1c(C(=O)OC)c(-c2ccc(OC)cc2)n2c1CCC2 | i | -24.8
CCN(c1cccc(C)c1)S(=O)(=O)c1ccc2[nH]c(=O)c(=O)[nH]c2c1 | i | 2.6
CC(Nc1ccccc1)c1cccnc1 (configuration not stated) | i | -9.1
CCC(=O)N(Cc1cc2ccc(C)cc2n2nnnc12)C1CCCCC1 | i | -20.0
S=c1[nH]nc(-c2ccc(Br)cc2)n1-c1ccc(Br)cc1 | i | -2.8
CCCN(CC(=O)Nc1ccc(Cl)cc1Cl)C(=O)/C=C/c1cccc([N+](=O)[O-])c1 | i | -23.2
COc1ccc(C(=O)Nc2ccc(Cl)cc2C(=O)NCc2ccco2)cc1 | i | -20.9
CC(C)OC(=O)CSc1nnc(-c2ccco2)n1N | i | -7.2
COc1ccc(C2=NN(C(=S)Nc3ccccc3)C(c3ccccc3)C2)cc1 (configuration not stated) | i | -23.3
O=C(CN1C(=O)c2ccccc2C1=O)OCC(=O)N1CCN(c2ccccc2)CC1 | i | -17.6
O=C(Cc1ccc([N+](=O)[O-])cc1)Nc1ccc2c(c1)C(=O)NC2=O | i | -2.8

Entries above printed as active in OX1R antag.
SMILES	OX1R antag
O=C(Nc1ccc(F)c(F)c1)C1CCCN1S(=O)(=O)c1ccc(F)cc1 (configuration not stated)	37.4*
